High-throughput results (PubChem)
HUVEC tox IL1B – toxic to HUVEC cells under IL-1B stimulation. HUVEC cell count loss, Hoechst imaging, IL-1B stimulated. cell count reduction, % at 2 µM. hit rate 0.41% among 94,000;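 active = cell count reduction more than 3 SD above the screen-wide mean, cut at about 70% in these data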;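 also: normalized per plate to untreated control cells as the no-loss baseline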
CYP2C9 act – activators of human CYP2C9; hit rate 1.4% among 96,000; recombinant CYP2C9, luciferin-H conversion, luminescence; stronger effect = higher value; factor 1 = untreated enzyme, 0 = blocked; P11712; activation factor at 5 µM;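 active = activation factor of 2 or more for CYP2C9 at a 5 µM dose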;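 also: 0 = sulfaphenazole-blocked wells and 1 = vehicle-only wells; values of inactives mirror those of a sister screen read the other way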
CYP2C19 inh – blocks human cytochrome P450 2C19 | CYP2C19 Supersomes, luciferin-H EGE luminescence, 30 min | hit rate 21% among 96,000 | P33261 | inhibition, % at 5 µM;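 active = CYP2C19 inhibition above a set limit at 5 µM in the primary screen, cut at about 50% in these data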;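 also: plate controls were negative control wells for no effect and 2.5 mM tranylcypromine positive control for full effect; values of inactives mirror those of a sister screen read the other way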
Target sequence (P33261 whole entry, looked up): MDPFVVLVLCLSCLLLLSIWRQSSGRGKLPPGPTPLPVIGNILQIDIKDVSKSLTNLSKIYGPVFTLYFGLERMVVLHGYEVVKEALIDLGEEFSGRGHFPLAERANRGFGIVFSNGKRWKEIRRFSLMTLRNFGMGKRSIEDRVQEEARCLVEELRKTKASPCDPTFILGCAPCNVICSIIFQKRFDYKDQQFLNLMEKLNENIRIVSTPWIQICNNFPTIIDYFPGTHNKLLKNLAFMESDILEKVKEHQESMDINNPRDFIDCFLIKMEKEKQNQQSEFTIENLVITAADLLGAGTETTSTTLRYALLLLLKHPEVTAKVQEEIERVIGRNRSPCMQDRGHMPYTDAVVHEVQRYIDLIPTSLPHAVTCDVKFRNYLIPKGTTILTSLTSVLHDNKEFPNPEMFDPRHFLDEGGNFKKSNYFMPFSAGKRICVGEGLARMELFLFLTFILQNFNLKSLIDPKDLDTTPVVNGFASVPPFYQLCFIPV
HUVEC tox TNFa – toxic to HUVEC cells under TNF alpha stimulation | HUVEC TNFalpha-stimulated, Hoechst cell count, imaging | cell count reduction, % at 2 µM | hit rate 0.17% among 93,000;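 active = cell count reduction exceeding the screen mean by over 5 SD, scaled to untreated wells per plate, cut at about 78% in these data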;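 also: cells counted after 24 h of TNF alpha exposure following the 1 h pretreatment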
CYP2C19 activ – activators of human cytochrome P450 2C19; 96,000 tested, under 10 active; P33261; recombinant CYP2C19, luciferin-H EGE luminescence; stronger effect = higher value; 0 = fully inhibited enzyme, 1 = untreated enzyme; activation factor at 5 µM;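 active = activation factor of at least 2 at 5 µM in the primary screen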;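 also: 0 = wells with 2.5 mM tranylcypromine and 1 = vehicle-only wells; values of inactives mirror those of a sister screen read the other way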
DAT uptake mod – changed human dopamine transporter uptake under cocaine IC80; Q01959; LLC-PK1 hDAT cells, [14C]-dopamine uptake with cocaine IC80; actives deviate in either direction; B-score at 10 µM; hit rate 1.3% among 110,000; AID 449768;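 active = Z score or B-score, a plate-position-corrected score, falls beyond the plate's 99.7% confidence bounds, in either direction; inactive = both scores lie inside the 99.7% bounds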;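 also: scored against the spread of the other compound wells on the same plate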
Target sequence (Q01959 whole entry, looked up): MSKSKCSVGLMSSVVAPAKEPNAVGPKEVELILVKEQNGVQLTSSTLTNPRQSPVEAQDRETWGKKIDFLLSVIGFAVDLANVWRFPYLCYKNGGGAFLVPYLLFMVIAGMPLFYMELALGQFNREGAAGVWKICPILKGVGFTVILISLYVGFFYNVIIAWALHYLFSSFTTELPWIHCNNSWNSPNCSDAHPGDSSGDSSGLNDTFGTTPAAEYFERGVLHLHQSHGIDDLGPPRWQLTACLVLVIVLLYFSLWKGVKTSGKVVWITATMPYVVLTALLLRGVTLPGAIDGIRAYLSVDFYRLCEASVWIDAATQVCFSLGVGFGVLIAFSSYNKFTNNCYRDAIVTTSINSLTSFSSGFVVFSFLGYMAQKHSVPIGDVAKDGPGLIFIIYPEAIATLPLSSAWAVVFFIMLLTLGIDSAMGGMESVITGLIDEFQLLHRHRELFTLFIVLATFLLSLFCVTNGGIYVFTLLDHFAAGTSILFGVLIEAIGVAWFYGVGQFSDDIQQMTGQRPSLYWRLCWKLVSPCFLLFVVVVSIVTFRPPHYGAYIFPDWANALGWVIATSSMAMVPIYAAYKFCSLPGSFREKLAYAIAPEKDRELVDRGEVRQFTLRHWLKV
Calb biofilm kill – kills Candida albicans biofilms | C. albicans biofilm + clotrimazole, Alamar Blue | inhibition, % at 6 µM | hit rate 0.14% among 85,000;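 active = inhibition above 20%; inactive = inhibition below 20%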;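 also: preformed 24 hr biofilms exposed to compound for 48 hr; 0% = biofilm without compound and 100% = blank killed by clotrimazole plus chlorhexidine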
VCAM1 TNFa inh – reduces TNF alpha induced VCAM1 expression in HUVEC; AID 802; inhibition, % at 2 µM; hit rate 0.48% among 95,000; HUVEC TNFa-induced VCAM-1 immunofluorescence, high-content imaging;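 active = inhibition above the batch mean plus 3 SD, with images confirmed as a hit by eye, cut at about 37% in these data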;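 also: 0% = TNF-stimulated DMSO wells and 100% = unstimulated control wells; not every result past the cut was called active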
CYP2C9 inh – inhibitors of human CYP2C9. CYP2C9 Supersomes, luciferin-H conversion, luminescence. AID 777. hit rate 20% among 96,000. inhibition, % at 5 µM;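 active = blocking of liver enzyme CYP2C9 beyond about 50% at 5 µM, limit read from the data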; also: values of inactives mirror those of a sister screen read the other way
* marks the source's active call; other numbers are inactive results; x = no result given.

SMILES | HUVEC tox IL1B | CYP2C9 act | CYP2C19 inh | HUVEC tox TNFa | CYP2C19 activ | DAT uptake mod | Calb biofilm kill | VCAM1 TNFa inh | CYP2C9 inh
Cc1cc(C)n(Cc2cccc(F)c2)c(=O)c1C#N | -8 | 0.9 | 11 | 6 | 0.9 | 0.094 | 4 | -3 | 6
O=C(Cc1cccs1)Nc1cccc(-c2nc3ccccc3o2)c1 | -31 | 0.3 | 27 | -29 | 0.7 | -0.03 | x | -16 | 67*
CN1CCN(CCCNC(=O)c2cn(C)c3ccc(S(=O)(=O)N(C)C)cc3c2=O)CC1 | -5 | 1 | 1 | -4 | 1 | -0.29 | 10 | 5 | 4
CC1(C)C(=O)C2(CCCCC2)C(=O)OC1c1cccs1 (stereo unspecified) | -70 | 1.1 | 15 | -34 | 0.8 | 0.54 | 6 | -12 | -9
Cc1ccc2c(c1)c1cccc3c1n2CCN3CCC(N)=O | 7 | 0.3 | 31 | -1 | 0.7 | 0.23 | 11 | 1 | 74*
CCC(=O)Nc1ccc(-c2nn3c(C)nnc3s2)cc1C | -24 | 1 | 13 | -18 | 0.9 | -0.47 | 1 | 4 | 0
COc1ccc(C2C(C(=O)O)c3ccccc3C(=O)N2C)cc1Br (stereo unspecified) | x | 0.6 | 7 | x | 0.9 | -0.59 | 4 | x | 42
CNC(=O)c1ccccc1S(=O)c1ccccc1C#N (stereo unspecified) | -22 | 1.1 | -6 | -24 | 1.1 | -1.4 | x | -24 | -5
CCc1nc(C)cn1S(=O)(=O)c1cc(OC)c(C)cc1C | 4 | 0.9 | 46 | -24 | 0.5 | -1.3 | 7 | 5 | 8
c1ccc(NCc2cccnc2)cc1 | 2 | 0.9 | 10 | -18 | 0.9 | 0.99 | -1 | -4 | 6
CCN(CC)C(=O)N1CCn2c(nc3ccccc32)C1 | -12 | x | x | -29 | x | -0.81 | 3 | 4 | x
CCOc1cc(C(=S)N2CCN(C)CC2)ccc1OCC(=O)N1CCOCC1 | -48 | 1 | 2 | -17 | 1 | -0.2 | 12 | 20 | 0
COc1ccc(F)cc1S(=O)(=O)N1CCCC(C)C1 (stereo unspecified) | -7 | 1.8 | 67* | -9 | 0.3 | -0.6 | 5 | 1 | -79
Cc1ccc(NC2=CC(=O)CCC2)cc1C | 5 | 1 | 10 | 3 | 0.9 | 1.1 | 10 | 22 | 2
COc1ccc(-c2nc3oc4cc(OC)ccc4c(=O)c3c(=O)n2Cc2ccco2)cc1 | 6 | 0.8 | 41 | x | 0.6 | 0.033 | 9 | x | 19
CN1CCN(c2ccc(C(=O)c3ccc(F)cc3)cc2)CC1 | 2 | 0.9 | 52* | 10 | 0.5 | -0.076 | 0 | 13 | 6
CCOC(=O)c1ccc(NC(=O)CSc2nnc(CNC(=O)c3ccccc3F)o2)cc1 | 25 | 0.6 | 27 | 19 | 0.7 | 0.095 | 13 | -6 | 40
COc1ccc(CC(=O)NC(C)c2nnc(SCC(=O)c3ccc(Br)cc3)n2C)cc1 (stereo unspecified) | 3 | 0.6 | 14 | -6 | 0.9 | 0.57 | -1 | 11 | 39
CCN(CC)S(=O)(=O)c1ccc(NC2c3ncccc3C(=O)N2Cc2ccccc2)cc1 (stereo unspecified) | x | 0.7 | 14 | x | 0.9 | 0.35 | x | x | 29
O=S1(=O)CC(NCc2ccccc2)C(Nc2ccc(Cl)cc2)C1 (stereo unspecified) | -1 | 0.7 | 47 | -14 | 0.5 | -1.6 | 5 | -1 | 27
CC(=O)OCc1cc2cccc(C)c2[nH]c1=O | 15 | 1 | -10 | -11 | 1.1 | 0.055 | 6 | -12 | 1
O=C(CSc1nccn1-c1ccc(F)cc1)Nc1ccc2c(c1)OCO2 | -24 | 0.7 | 52* | -35 | 0.5 | 0.96 | 2 | 13 | 32
CCOC(=O)c1c(-c2ccc(C)o2)csc1NC(=O)CN1CCN(CC)CC1 | -11 | 0.9 | 0 | -18 | 1 | 1.4 | -1 | -17 | 7
CCCSc1nnc2[nH]c(=O)cc(N)n12 | -39 | x | x | -25 | x | -0.89 | x | 20 | x
CN1CCN(c2nc3c(c(=O)[nH]c(=O)n3C)n2Cc2cccc3ccccc23)CC1 | 27 | 1 | 1 | -8 | 1 | 1.7 | 6 | 9 | 2
CCN(CC)c1ccc(C2NC(=O)NC(C)=C2C(=O)Nc2ccccc2)cc1 (stereo unspecified) | -2 | 1.1 | -4 | -30 | 1 | -0.21 | 7 | 2 | -11
COc1cc(/C=N/n2cnnc2)ccc1OCCOc1ccccc1 | -16 | 0.4 | 82* | -12 | 0.2 | 0.27 | 4 | 1 | 58*
CCOc1ccc(Cn2nnc(C(=O)Nc3cc(OC)cc(OC)c3)c2N)cc1 | 4 | 0.9 | 0 | -33 | 1 | 0.23 | -5 | 7 | 5
CCCCN=c1scc(-c2ccc3c(c2)NC(=O)CO3)n1N=C1CCCC1 | -17 | 1 | 1 | -5 | 1 | -0.0013 | x | 0 | 1
CC1CN(c2nc(-c3ccc(Br)cc3)nnc2-c2ccccc2)CC(C)N1 (stereo unspecified) | 2 | 0.9 | 8 | 4 | 0.9 | x | x | -6 | 12
O=C(N/N=C/c1cccc(Oc2ccccc2)c1)c1ccccc1Br | -36 | 0.4 | 30 | 9 | 0.7 | 0.52 | x | 16 | 63*
O=C1SC(c2ccccc2)=N/C1=C/c1ccco1 | -10 | 0.8 | 9 | -19 | 0.9 | 0.34 | 0 | -6 | 22
CCOC(=O)C(C(C)=O)c1c(Br)c(O)c(O)c2c(C(=O)c3ccc(C)cc3)coc12 (stereo unspecified) | -33 | 0 | 32 | -3 | 0.7 | -0.03 | -1 | -9 | 98*
CCOC(=O)C1CCCN(c2nc(C)nc3c2oc2ccccc23)C1 (stereo unspecified) | -12 | 0.5 | 58* | -4 | 0.4 | 0.21 | 6 | -33 | 52*
CC(c1ccccc1)N1C(=O)NC(NC(=O)c2cccnc2)(C(F)(F)F)C1=O (stereo unspecified) | 0 | x | x | -23 | x | -1 | 4 | -3 | x
O=C(CN1C(=O)COc2ccc(Cl)cc21)N1CCc2ccccc21 | 17 | 0.7 | 23 | -9 | 0.8 | -0.9 | 5 | 16 | 27
CC(=O)c1cccc(-n2c(CCC(=O)O)ccc2-c2cccs2)c1 | -19 | 0.7 | 11 | -25 | 0.9 | -0.18 | 5 | 4 | 27
CCOC(=O)Nc1ccc(S(=O)(=O)Nc2cc(C)on2)cc1 | -31 | 1.1 | -12 | -14 | 1.1 | -0.36 | 6 | 13 | -11
CCOC(=O)N1CCN(CC(=O)Nc2ccc(C)cc2)CC1 | 10 | 1.6 | 1 | -5 | 1 | 0.44 | 5 | 2 | -64
COc1ccc(C(=O)COC(=O)[C@H](C)Nc2ccc(C(F)(F)F)cc2[N+](=O)[O-])cc1 | 41 | 0.2 | 29 | 15 | 0.7 | -0.67 | 3 | 12 | 75*
CCCCCCOc1cccc(N)c1 | -67 | 0.6 | 64* | -11 | 0.4 | -0.052 | 5 | 8 | 35
CCCNC(=O)NC(=O)CSc1nnc(-c2ccncc2)n1CC | -2 | 0.7 | 95* | -14 | 0.1 | 0.34 | 8 | 17 | 28
O=C(CCC1=NS(=O)(=O)c2ccccc2N1)NC1CCCCCCC1 | -71 | 0.8 | 27 | -41 | 0.7 | 0.87 | 4 | -20 | 22
CC(=O)C1C(c2ccc(Cl)cc2)NC(=O)NC1(O)C(F)(F)F (stereo unspecified) | -20 | 1.1 | 39 | 4 | 0.6 | 0.5 | x | 14 | -10
O=C(Nc1ccccc1C(=O)NCCN1CCOCC1)c1ccco1 | -51 | 0.8 | 12 | x | 0.9 | -0.38 | -1 | x | 16
COc1ccc(CCNC(=O)C2CCN(S(=O)(=O)c3c(C)noc3C)CC2)cc1OC | -49 | 1.3 | -18 | -10 | 1.2 | 0.63 | 5 | 0 | -26
CN(C1CCCCC1)S(=O)(=O)c1ccc(NC(=S)NC(=O)c2cccs2)cc1 | -5 | 0.6 | 44 | -1 | 0.6 | 0.21 | x | 4 | 36
Clc1ccc(OCc2nn3c(C4CCCCC4)nnc3s2)c(Cl)c1 | -28 | 1 | 9 | -16 | 0.9 | 0.024 | 7 | 16 | -3
O=C(C1CCCN1S(=O)(=O)c1ccc(Cl)cc1)N1CCOCC1 (stereo unspecified) | 11 | 1.5 | 6 | x | 0.9 | 1.3 | 8 | -25 | -46
COc1ccccc1OCC(=O)Nc1ccc(Cl)cc1 | 35 | x | x | 12 | x | -0.012 | -5 | -13 | x
O=S(=O)(NCC1CCCO1)c1ccc2c(c1)OCCO2 (stereo unspecified) | 11 | 1 | 44 | 4 | 0.6 | 0.15 | -6 | -14 | -3
CCOc1ccc(C(=O)NCC(=O)OCC(=O)N2C(C)CCCC2C)cc1 (stereo unspecified) | -30 | 0.9 | 18 | -22 | 0.8 | -0.044 | 4 | -11 | 8
O=C(COc1ccc(Cl)cc1Br)N1CCN(c2ccccc2)CC1 | 3 | 1.1 | 45 | -32 | 0.6 | -0.78 | 11 | 3 | -12
O=C1CSC(=NC2CCCCC2)N1 | -39 | 1 | 3 | -29 | 1 | -0.49 | 9 | 26 | -1
CC[C@H](C)[C@H](NC(=O)c1ccc(Cl)cc1)C(=O)OCC(=O)c1ccc2c(c1)NC(=O)CO2 | -127 | 0.4 | 46 | -25 | 0.5 | -0.62 | 4 | 0 | 56*
CCn1c(COc2ccc(=O)n(-c3ccccc3)n2)nnc1SCc1cccc(OC)c1 | -15 | 0.5 | 17 | -21 | 0.8 | 0.12 | x | -6 | 53*
Cc1csc(N/N=C/c2ccc(O)c([N+](=O)[O-])c2)n1 | -10 | 0.8 | 41 | -11 | 0.6 | 0.095 | 9 | 15 | 15
CCCC(=O)Nc1ccc(C(=O)NNC(=O)COc2ccc(Br)c(C)c2)cc1 | 17 | 1 | 0 | -6 | 1 | x | x | 20 | 4
O=C(O)COCC(=O)Nc1ccc2c(c1)CCC2 | -8 | 1.1 | -10 | -32 | 1.1 | x | 4 | 20 | -14
O=C(CCCSc1nnnn1-c1cccc2ccccc12)c1ccc(F)cc1 | 24 | 2.4* | 20 | -18 | 0.8 | 0.72 | x | 20 | -142
CCOC(=O)c1cc(C)sc1NC(=O)C1CCC1 | -83 | 0.6 | 55* | 0 | 0.5 | -0.84 | 2 | 27 | 42
CCOc1ccc(OCC)c(NC(=O)C2CCCN(S(=O)(=O)c3cccs3)C2)c1 (stereo unspecified) | 9 | 0.8 | 18 | -25 | 0.8 | 0.7 | 8 | -2 | 16
Cc1cccc(OCCn2c(=S)[nH]c3ccccc32)c1 | 4 | x | x | -16 | x | -0.73 | 3 | -7 | x

An excerpt from further up:
SMILES | HUVEC tox IL1B | CYP2C9 act | CYP2C19 inh | HUVEC tox TNFa | CYP2C19 activ | DAT uptake mod | Calb biofilm kill | VCAM1 TNFa inh | CYP2C9 inh
O=C(C1CCCN1S(=O)(=O)c1ccc(Cl)cc1)N1CCOCC1 (stereo unspecified) | 11 | 1.5 | 6 | x | 0.9 | 1.3 | 8 | -25 | -46
COc1ccccc1OCC(=O)Nc1ccc(Cl)cc1 | 35 | x | x | 12 | x | -0.012 | -5 | -13 | x
O=S(=O)(NCC1CCCO1)c1ccc2c(c1)OCCO2 (stereo unspecified) | 11 | 1 | 44 | 4 | 0.6 | 0.15 | -6 | -14 | -3
CCOc1ccc(C(=O)NCC(=O)OCC(=O)N2C(C)CCCC2C)cc1 (stereo unspecified) | -30 | 0.9 | 18 | -22 | 0.8 | -0.044 | 4 | -11 | 8
